Assay outcomes as filed in PubChem BioAssay.
GCN5L2 inh: inhibitors of human GCN5L2 histone acetyltransferase. Potency, µM (titrated, usually from 58.9 µM), inactives show top-dose activity change, negative = inhibition, actives largely listed as inhibitors. GCN5L2 HAT assay, ThioGlo1 CoA-SH fluorescence. actives 0.21% (n = 390,000). Q92830. AID 504327
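Preincubate 20nM GCN5L2 with compound 15 min, RT → add 50uM ThioGlo1 + 75uM H3(1-25) + 70uM acetyl-CoA → read fluorescence 0 and 20 min. Primary qHTS; fluorescent artifacts likely.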
DT40 TDP1 CPT: DT40-hTDP1 cell growth loss with CPT; chicken DT40 Tdp1-/-;hTDP1 cells + 20 nM CPT, ATP luminescence, 48 h; Potency, µM (titrated, usually from 46.2 µM), for the others: at the highest dose activity change, negative = growth inhibition, actives largely listed as inhibitors; actives 12% (n = 420,000); AID 686979; note: nearly all actives have a fitted effect of over 55% in size
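Chicken DT40 Tdp1-/- cells complemented with human TDP1, 400 cells/well, exposed to compounds plus 20 nM camptothecin for at least 48 h at 37 C; viability read as ATP content by CellTiter-Glo luminescence.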
FEN1 inh: inhibitors of human flap endonuclease 1 | Potency, µM (top dose mostly 114 µM), inactives show at the top dose activity change, negative = inhibition, actives largely listed as inhibitors | actives 0.35% (n = 390,000) | P39748 | Recombinant FEN1 flap cleavage, fluorescence, 15 min; note: nearly all actives have a fitted effect of over 65% in size
Target sequence (P39748 whole entry, looked up): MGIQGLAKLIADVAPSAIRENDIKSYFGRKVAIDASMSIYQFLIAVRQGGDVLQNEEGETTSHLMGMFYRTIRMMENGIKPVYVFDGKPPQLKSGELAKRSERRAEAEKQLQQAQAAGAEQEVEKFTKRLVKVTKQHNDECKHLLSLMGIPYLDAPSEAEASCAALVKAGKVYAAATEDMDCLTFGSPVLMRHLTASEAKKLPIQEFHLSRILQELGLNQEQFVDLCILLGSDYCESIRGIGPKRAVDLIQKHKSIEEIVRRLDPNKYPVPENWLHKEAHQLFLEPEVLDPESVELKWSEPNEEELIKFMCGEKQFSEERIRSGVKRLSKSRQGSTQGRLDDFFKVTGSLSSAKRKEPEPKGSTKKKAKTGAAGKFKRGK
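Compounds are tested as a concentration series against 10 nM FEN1; after a 15 min room-temperature preincubation, 50 nM substrate starts cleavage, with plate reads at 0 and 15 min. Normalized responses are fitted by a Hill equation.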
* = called active by the depositor; ? = inconclusive; / = not tested or not shown; & = joins results of further samples; [ ] = another dose, or the depositor's remark. Calls come from the whole dose curve; as a rule, active = well fitted curve in the direction sought with a large enough effect; inconclusive = small, poorly fitted or top-dose-only effect, or another doubt; inactive = no such curve, though single readings can be large; an effect the other way counts as inactive or inconclusive. % is set by controls: 0 for no effect and ±100 for the full control effect; potency is the fitted concentration of half-maximal effect. Not all compounds are listed, so the mix of outcomes need not match the whole.

Values run as follows: GCN5L2 inh	DT40 TDP1 CPT	FEN1 inh
- O=C(Nc1c(C(=O)N2CCCC2)cnn1-c1ccccc1)c1cccc(F)c1
→ -6%	-9%	6%
- Cc1nc(-c2ccccn2)sc1C(=O)Nc1ccc(Cl)c(Cl)c1
→ ?	?	-1%
- COC(=O)[C@H](Cc1ccccc1)NC(=O)NCCC1=CCCCC1
→ -1%[0.501 µM]	-20%	-10%
- CC1CCN(C2=NC(=O)/C(=C/c3ccc(O)cc3)S2)CC1
→ -19%	?	2%
- O=Cc1cn(-c2ccccc2)nc1-c1ccccn1
→ -10%	-24%	1%
- COc1ccc(-c2cn3c(n2)sc2cc(C(=O)NC4CCCCC4)ccc23)cc1
→ -8%	?	1%
- CN[C@@H](C)C(=O)NC[C@H]1O[C@@H](n2cnc3c(N)ncnc32)[C@H](O)[C@@H]1O
→ -3%	13%	-4%
- CCOC(=O)c1cc(-c2ccc(C)o2)n[nH]1
→ 1%	?	-5%
- CCCCN(CCCC)CCCNC(=O)c1cc(-c2ccc(Cl)s2)nc2ccccc12
→ 4%	13µM*	-1%
- CC(=O)N1CCN(S(=O)(=O)c2cccc(C(=O)NC3CC3)c2)CC1
→ -11%	23%	16%
- N#C/C(=N\Nc1ccc(S(=O)(=O)N2CCCCCC2)cc1)C(N)=S
→ 1%	?	-1%
- Cc1ccc(S(=O)(=O)NCC(NCc2ccc(F)cc2)c2ccccc2)cc1 (stereo unspecified)
→ -13%	?	-16%
- O=c1c2ccccc2c(C=NC2CCS(=O)(=O)C2)c(O)n1-c1ccccc1 (stereo unspecified)
→ -2%	-1%	-16%
- Cc1cc2occ(CC(=O)N(C)CC(=O)Nc3ccccc3C(F)(F)F)c2cc1C
→ 1%	?	-21%
- CCOc1ccc(-n2c(SCC(=O)N3CCOCC3)nc3c([nH]c4ccccc43)c2=O)cc1
→ 0%	-17%	17%
- CCc1ccc(-n2c(=O)c3c4c(sc3n(Cc3cc(=O)n5c(C)cccc5n3)c2=O)CCC4)cc1
→ 0%	?	-13%
- O=C(CC1C(=O)NCCN1Cc1ccc(F)cc1)NCCCn1cccn1 (stereo unspecified)
→ -5%	0%	-10%
- CCc1cc2c(=O)c(-c3nc(C)cs3)c(CCCC(=O)O)oc2cc1O
→ 0%	?	-8%
- O=C(Cn1cnc2onc(-c3ccc(F)cc3)c2c1=O)Nc1cccc(C(F)(F)F)c1
→ -4%	23µM*	6%
- CCN(CC(=O)Nc1ccc(C(C)=O)cc1)CC(=O)Nc1cccc(OC)c1
→ 2%	-22%	5%

3 entries from above, field by field:
> CN[C@@H](C)C(=O)NC[C@H]1O[C@@H](n2cnc3c(N)ncnc32)[C@H](O)[C@@H]1O
  GCN5L2 inh: -3%	DT40 TDP1 CPT: 13%	FEN1 inh: -4%

> CCOC(=O)c1cc(-c2ccc(C)o2)n[nH]1
  GCN5L2 inh: 1%	DT40 TDP1 CPT: ?	FEN1 inh: -5%

> CCCCN(CCCC)CCCNC(=O)c1cc(-c2ccc(Cl)s2)nc2ccccc12
  GCN5L2 inh: 4%	DT40 TDP1 CPT: 13µM*	FEN1 inh: -1%

The results go on.
Values run as follows: GCN5L2 inh	DT40 TDP1 CPT	FEN1 inh
- CC(=O)NC(=S)NNC(=O)c1ccc(Br)cc1
→ 1%	6.5µM*	-1%
- CC(=O)/C(C(=N)N1CCN(Cc2ccccc2)CC1)=C(\C)O
→ ?	-3%	1%
- Oc1[nH]c2ccccc2c1N=Nc1ccc(F)cc1
→ -3%	1%	-3%
- CCOC(=O)c1cccc(NC(=O)Nc2ccc(OCC)cc2)c1
→ -3%	?	-1%
- CCOc1ccc(C(=O)OCC(=O)NCc2ccco2)cc1OCC
→ -8%	3%	-10%
- COc1cc(CCCN2C(N)=NC[C@@H]2Cc2ccc(O)cc2)cc(OC)c1OC
→ -4%	-5%	0%
- Cc1ccc(C)c(OC(C)C(=O)Nc2ccc(S(=O)(=O)Nc3nccs3)cc2)c1 (stereo unspecified)
→ -6%	1%	?
- O=C(Nc1cccc(C(F)(F)F)c1)c1cnccn1
→ -1%	1%	-7%
- CCOC(=O)c1cnc(SCC(=O)c2ccccc2)nc1N
→ 3%	?	-18%
- O=C(c1ccccn1)N1CCN(S(=O)(=O)c2cccc(Br)c2)CC1
→ -6%	-5%	-4%
- O=C(c1ccco1)N1CCN(C(=O)N2CCOCC2)CC1
→ -3%	-2%	-13%
- CC1(C)CCC(=O)N(c2ccccc2)C1=O
→ -1%	-6%	-5%
- CC(=O)C1=C(C)N=c2s/c(=C/c3ccc4c(c3)OCO4)c(=O)n2C1c1ccc(N(C)C)cc1 (stereo unspecified)
→ /	?	15%
- CCN(CC)C(=O)/C(=C\c1ccc(Br)cc1)NC(=O)c1ccccc1OC
→ 0%	?	0%
- COc1ccc(NC(=O)Nc2cccc([N+](=O)[O-])c2)cc1Cl
→ 20%	18µM*	-22%
- O=C(COc1cc(Cl)c(Cl)cc1Cl)Nn1cnnc1
→ -11%	-8%	4%
- CCC(=O)Nc1ccc(/C(C)=N/NC(=O)c2c(Br)c(C)nn2C)cc1
→ -2%	?	-3%
- Cc1cc(C)cc(N(C(=O)CNC(=O)c2ccco2)C(C(=O)NC2CCCC2)c2ccncc2)c1 (stereo unspecified)
→ -3%	?	0%
- O=S(=O)(c1ccc2nc(NCc3ccccc3Cl)ccc2c1)N1CCCCC1
→ 3%	10µM*	-14%
- Cc1ccc(NC(=O)COC(=O)CCC(=O)c2ccc(Cl)cc2)cc1S(=O)(=O)N(C)C
→ -1%	15%	-14%
- COc1ccccc1C1CC(c2ccco2)=NN1S(C)(=O)=O (stereo unspecified)
→ -3%	21µM*	4%
- COc1ccc(CCNS(=O)(=O)c2ccc3c(c2)oc(=O)n3C)cc1OC
→ -2%	-10%	19%
- CC(=O)Nc1ccc(NC(=O)c2c(C)c(-c3ccccc3)nc3ccccc23)cc1
→ /	2%	-4%
- O=C(NC(Cc1ccc(O)cc1)C(=O)N=Nc1c(O)[nH]c2ccccc12)c1ccccc1 (stereo unspecified)
→ /	-3%	-10%
- Cc1nc2ccccc2n2c(O)c(CC(=O)O)cc12
→ -29%	-23%	?
- CCCC(=O)c1ccc(N2CCN(C(=O)OCC)CC2)c(F)c1
→ 1%	?	-16%
- O=[N+]([O-])c1cc2no[n+]([O-])c2cc1N1CCCCC1
→ /	0.58µM*	50µM*
- C=C(C)CNc1cc(S(=O)(=O)N2CCOCC2)ccc1Oc1ccccc1
→ -13%	?	-17%
- COc1cccc(N2CCN(C(=O)c3cnn(-c4ccccc4Cl)c3C3CCN(C(=O)OC(C)(C)C)CC3)CC2)c1
→ 9%	?	5%
- Cc1cccc2sc(N(CCCN(C)C)C(=O)c3ccc(C(=O)c4ccccc4)cc3)nc12
→ -27%	?	1%
- Cc1ccc(C(C(=O)NC2CCCC2)N(Cc2cccs2)C(=O)CNC(=O)c2cccs2)o1 (stereo unspecified)
→ -6%	?	-12%
- Cc1ccc(CN2CCN(CCC(C)C)C(CCO)C2)s1 (stereo unspecified)
→ 0%	13%	-10%
- COc1cccc(Cn2cccc(NC(=O)NC3CCCCC3)c2=O)c1
→ -10%	-23%	14%
- CC(=O)N1CCc2cc(C(=O)CN3CCN(c4ccccn4)CC3)ccc21
→ 2%	12%	9%
- O=C(Nc1ccc(Cl)cc1)[C@@H]1[C@@H]2C(=O)N(c3ccc4ccccc4c3)C(=O)[C@@H]2[C@H]2C=CC=NN21
→ -15%	-4%	0%
- Cc1cccc(C(=O)NCC(=O)OCc2nc(N)nc(Nc3ccccc3C)n2)c1
→ -6%	3%	17%
- CN(C)c1ccc(/C=C/c2cc[n+]([O-])c3ccccc23)cc1
→ /	-20%	15%
- Cc1nn(CCC#N)c(NC(=O)c2ccc(Cl)cc2)c1P(=O)(Nc1ccc([N+](=O)[O-])cc1)N1CCOCC1 (stereo unspecified)
→ -2%	-5%	-4%
- CCOc1ccc(NC(=O)CN2C(=O)C3CCCN3C2=O)cc1 (stereo unspecified)
→ -6%	-28%	4%
- NS(=O)(=O)c1ccc(NC(=O)C2C3C=CC(C3)C2C(=O)O)cc1 (stereo unspecified)
→ -7%	6%	0%
- Cc1ccc(-c2nnc(Nc3cccc(C(F)(F)F)c3)c3ccccc23)cc1S(=O)(=O)N1CCOCC1
→ -1%	9.2µM*	-17%
- COc1ccccc1NC(=O)c1sc2ncn(Cc3ccc(C)cc3)c(=O)c2c1C
→ 0%	?	3%
- COc1cccc2sc3ccc(NCc4ccc5c(c4)OCO5)cc3c(=O)c12
→ -3%	?	?
- O=C(Nc1cc(Cl)ccc1O)c1cc(-c2ccc3c(c2)OCO3)on1
→ -2%	-5%	-12%
- O=C(Nc1cccc(Cl)c1)N(Cc1nc2ccccc2c(=O)[nH]1)Cc1cccs1
→ 14%	23µM*	2%
- COc1ccc(Nc2nccc(-c3ccc(C#N)cc3)n2)cc1
→ 6%	-7%	-5%
- COc1ccc(S(=O)(=O)NC2(C(F)(F)F)NC(=O)N(CCc3ccc(OC)c(OC)c3)C2=O)cc1 (stereo unspecified)
→ -2%&6%	?	10%&1%
- Cc1ccccc1-c1nnc(SCCC(=O)N2CCOCC2)o1
→ -4%	-10%	6%
- O=C(COc1ccccc1Cl)NCC1(N2CCOCC2)CCCCC1
→ -6%	21µM*	1%
- O=S(=O)(c1ccccc1)N1CCN=C1SCc1cccc(Cl)c1
→ -8%	?	-16%
- CN1c2ccsc2C(O)=C(C(=S)Nc2ccc(F)c(Cl)c2)S1(=O)=O
→ -11%	?	-22%
- O=C(/C=C\c1ccccc1)NC1CC(=O)N(c2ccccc2)C1 (stereo unspecified)
→ -4%	-16%	-11%
- CCCCN(C)CCCNC(=O)CS(=O)Cc1nc(-c2ccc(OC)c(OC)c2)oc1C (stereo unspecified)
→ 4%	6%	-4%
- CC1=CCC[C@H]2[C@H](C1)C(=O)C[C@@H](C)[C@]2(C)CC/C(=C/CO)CO
→ -3%	?	0%
- CCN(CC(=O)Nc1cc(Cl)ccc1C)C(=O)C1CC1
→ -8%	3%	-16%
- Cc1ccc(OC(=O)c2ccccc2)cc1C
→ /	-1%	5%
- O=C(CSCc1ccc(Cl)cc1)Nc1ccc(O)cc1C(=O)O
→ 0%	5%	-3%
- N#Cc1nc(-c2ccccc2)oc1NCC1CCCO1 (stereo unspecified)
→ -3%	-20%	-2%
- O=C(Cc1ccccc1)Nn1c(-c2ccccc2F)nc2ccccc2c1=O
→ -6%	6%	5%
- O=C(CSc1ncc(-c2ccccc2)n1C1CCCC1)N1CCc2ccccc21
→ -5%	23µM*	7%

Single entries from the results shown:
Reading for `O=C(COc1ccccc1Cl)NCC1(N2CCOCC2)CCCCC1` in GCN5L2 inh: -6%
Reading for `Cc1ccc(-c2nnc(Nc3cccc(C(F)(F)F)c3)c3ccccc23)cc1S(=O)(=O)N1CCOCC1` in FEN1 inh: -17%

Continuation:
Values run as follows: GCN5L2 inh	DT40 TDP1 CPT	FEN1 inh
- CCOC(=O)/C=C1\SCC(=O)N1CC(=O)NC(C)c1ccc(F)cc1 (stereo unspecified)
→ 25%	-4%	2%
- O=C(c1cc(COc2ccc(F)c(F)c2)on1)N1CCN(C2CCCCC2)C(=O)C1
→ -2%	?	-13%
- Cc1cccc(-c2nc(CN3CCCC(C(=O)NC4CCC(C)CC4)C3)c(C)o2)c1 (stereo unspecified)
→ -15%	?	-3%
- C(=C\c1ccccc1)/CSc1nnc(-c2ccccc2)n1Cc1ccco1
→ -4%	5.2µM*	-1%
- CCN(c1ccccc1)c1ncnc2c1cnn2-c1ccccc1
→ -16%	?	-16%
- CN(C)C(CNc1nnnn1-c1ccccc1)c1ccco1 (stereo unspecified)
→ -3%	-13%	-3%
- COc1cc(-c2nc3n(c(=O)c2C#N)CCS3)cc(OC)c1OC
→ -1%	21%	7%
- O=C(c1cccs1)N1CCC(c2nc(-c3ccc(S(=O)(=O)N4CCOCC4)cc3)no2)CC1
→ -4%	?	-4%
- O=C1c2ccccc2C(=O)N1CCCCn1c(=O)oc2ccccc21
→ -3%	-9%	1%
- CSc1ncc(C(=O)Nc2cccc(Cl)c2C)c(C)n1
→ 0%	-5%	-5%
- CC(=O)Nc1nc(C)c(-c2csc(Nc3ccc(S(N)(=O)=O)cc3)n2)s1
→ -3%	-25%	1%
- CCCS(=O)(=O)N1CCN(C(=O)COc2ccccc2)CC1
→ 0%	-1%	-10%
- CC(=O)Nc1ccc(S(=O)(=O)NCCC(=O)OCc2csc(CC(=O)Nc3ccccc3C)n2)cc1
→ -1%	-4%	-7%
- CN1CCN(C(=O)C2=C[C@@H](c3ccc(Br)cc3)C[C@@H](OCc3ccc(CO)cc3)O2)CC1
→ 2%	?	-18%
- Cc1cc(C)c(C(=O)CC(=O)c2cccnc2)c(C)c1
→ /	?	15%
- Cc1cc(NC(=O)CCS(=O)(=O)c2ccc3c(c2)NC(=O)C(C)S3)ccc1Br (stereo unspecified)
→ -5%	?	2%
